AHR activator – activates the human aryl hydrocarbon receptor | P35869 | AHR-responsive luciferase reporter cells, luminescence | activation, % at 5 µM | 320,000 tested, 2.5% active | AID 2796; in the data active = activation above about 47%;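 note: 0% = vehicle wells and 100% = reference agonist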
LAP4-GFP MLPCN – yeast TOR pathway LAP4-GFP modulation; S. cerevisiae LAP4-GFP multiplex, flow cytometry GFP, 3 h; median GFP as percent of DMSO wells; GFP response vs DMSO, % at 10 µM; 320,000 tested, 0.34% active; AID 2023;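 active = GFP response vs DMSO above a set limit, about the screen mean plus 3 SD, cut at about 150% in these data; inconclusive = under 70 cell events counted for the yeast strain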
procasp7 counter – counter-screen for procaspase-3 activators: activators of human procaspase-7; P55210; recombinant procaspase-7, Ac-DEVD-pNA absorbance 405 nm; D23A/D198A/D206A triple mutant, cannot self-cleave; scale: DMSO 0, 5 µM enzyme 100; activation, % at 8.5 µM; 330,000 tested, 0.093% active;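 active = percent activation above the screen-wide mean plus 3 SD, cut at about 25% in these data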
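Replicates: singlicate. Assay system: Procaspase-7 triple mutant (PC-7 D3A). Signal: 405 nm absorbance of p-nitroaniline. Times: 1 h preincubation, 2 h reaction. Buffer or medium: Zinc-free HEPES pH 7.4 with 300 mM NaCl, 0.01% Triton X-100. Also added: DEVD-pNA substrate. Benchmarks: DMSO wells as 0%, DMSO with 5 µM added PC-7 as 100%.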
ZTA counter – blocks Epstein-Barr virus ZTA, an EBNA-1 counter-screen; inhibition, % at 11 µM; ZTA-DNA binding, fluorescence polarization; 320,000 tested, 0.15% active; in the data active = inhibition above about 33%
procasp3 activ – procaspase-3 (human) activation; P42574; recombinant procaspase-3 D3A, Ac-DEVD-pNA absorbance 405 nm; activation, % at 8.5 µM; 330,000 tested, 0.11% active; AID 463141;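 active = activation above the mean of all tested compounds plus 3 SD, cut at about 21% in these data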;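 note: 0% = DMSO alone and 100% = DMSO wells spiked with extra 5 µM PC-3 D3A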
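assay system = Procaspase-3 D3A mutant | signal = absorbance at 405 nm, 0 and 120 min | times = 1 h preincubation plus 2 h reaction at 25 °C | repeats = single replicate | read-out = % activation between DMSO and enzyme-spiked controls | medium = Zinc-free HEPES saline buffer with Triton X-100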
EBNA-1 inhibitor – blocks EBNA-1 binding to DNA; AID 1950; inhibition, % at 14.8 µM; EBNA-1 DNA binding, fluorescence polarization; 300,000 tested, 0.34% active; in the data active = inhibition above about 28%
RPL19A TOR yeast – alters RPL19A-GFP fluorescence in TOR pathway yeast screen; AID 2025; S. cerevisiae RPL19A-GFP strain, flow cytometry, 3 h; active compounds read low; 330,000 tested, 0.3% active; percent response vs DMSO, % at 10 µM;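 active = percent response vs DMSO below 50%; inconclusive = fewer than 70 events counted for the yeast strain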;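 note: median channel GFP fluorescence of the barcoded RPL19A-GFP strain; ratio of sample median GFP to plate DMSO average so 100% = DMSO; lower means less RPL19A-GFP as with rapamycin TOR inhibition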
MEP2 TOR yeast – yeast TOR pathway MEP2-GFP modulation; S. cerevisiae MEP2-GFP strain, flow cytometry GFP, 3 h; 100% = DMSO control level; 330,000 tested, 0.51% active; AID 2016; GFP response vs DMSO, % at 10 µM;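 active = GFP response versus DMSO above a set limit, roughly screen mean plus 3 SD, cut at about 180% in these data; inconclusive = fewer than 70 cells counted for a yeast strain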;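 note: median GFP fluorescence of the barcode-gated MEP2-GFP cells per well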
The depositor's hits bear a star; ? = inconclusive; . = not tested or not shown; [ ] = remark or other dose.

Order of values: AHR activator, LAP4-GFP MLPCN, procasp7 counter, ZTA counter, procasp3 activ, EBNA-1 inhibitor, RPL19A TOR yeast, MEP2 TOR yeast
CC1CC(C)CN(C(=O)COC(=O)CNC(=O)C23CC4CC(CC(C4)C2)C3)C1 (stereo unspecified)
→ 0, 104, 5, 4, -1, -3, 96, 103
Cc1cccc(NC(=O)C2(c3cccs3)CCOCC2)c1
→ 0, ?, 2, 9, -2, 0, ?, ?
Cc1cc(C)c(S(=O)(=O)NCCc2ccccc2)c(C)c1
→ 1, 104, 7, -9, -1, -1, 93, 96
C=CCN=C(C)C1=C(O)C(C)OC1=O (stereo unspecified)
→ 3, 98, 8, -10, -3, -6, 102, 89
Clc1ccc(-c2n[nH]c3c2CCC3)cc1Cl
→ 100*, 105, 5, 6, -1, 1, 95, 102
O=C(c1cccc(S(=O)(=O)N2CCCCC2)c1)N1CCN(Cc2ccccc2)CC1
→ 0, 114, 3, -12, -1, ., 108, 113
Cc1ccc(/C=C/C(=O)C2C(=O)c3ccccc3C2=O)cc1
→ 7, 97, -36, -16, -19, 5, 100, 97
COc1ccc(/C=C/C(=O)NCCN=C2NS(=O)(=O)c3ccccc32)cc1
→ 2, 102, -2, 7, 0, 3, 99, 105
O=C(Nc1ccc2c(c1)OCCO2)Nc1ccc2c(c1)OCO2
→ 41, 94, -12, 14, -6, 1, 107, 110
Cc1c(C(=O)Nc2c(N)nc(SCC(=O)NCC3CCCO3)[nH]c2=O)cccc1[N+](=O)[O-] (stereo unspecified)
→ 1, 86, 2, -1, 0, 3, 95, 85
Cc1ccc(OCC(=O)NCc2n[nH]c(=O)c3ccccc23)cc1
→ 18, 107, 16, -10, 2, -8, 94, 88
O=c1ccccn1Cc1ccccc1F
→ 1, 97, -1, 11, 8, -5, 99, 102
COc1ccc(OCCC(=O)OCC(=O)NC(=O)NC(C)C)cc1
→ -4, 97, 19, -6, -6, -8, 97, 102
COc1ccc(C(=O)NCc2ccc3c(c2)OCO3)cc1
→ 2, 105, -7, 8, 3, 6, 101, 109
CC(C)NCCOCCSc1ccc(Cl)cc1
→ -1, 89, 5, 0, -1, 6, 93, 89

Printed as active in AHR activator, among the entries above:
mol,AHR activator,LAP4-GFP MLPCN,procasp3 activ,EBNA-1 inhibitor,RPL19A TOR yeast,MEP2 TOR yeast
Clc1ccc(-c2n[nH]c3c2CCC3)cc1Cl,100*,105,-1,1,95,102

One compound at a time, from the list above:
Listed for `Clc1ccc(-c2n[nH]c3c2CCC3)cc1Cl` → AHR activator = 100*; LAP4-GFP MLPCN = 105; procasp7 counter = 5; ZTA counter = 6; procasp3 activ = -1; EBNA-1 inhibitor = 1; RPL19A TOR yeast = 95; MEP2 TOR yeast = 102
Listed for `O=c1ccccn1Cc1ccccc1F` → AHR activator = 1; LAP4-GFP MLPCN = 97; procasp7 counter = -1; ZTA counter = 11; procasp3 activ = 8; EBNA-1 inhibitor = -5; RPL19A TOR yeast = 99; MEP2 TOR yeast = 102

Quoted at random: 2 records from the list.
Order of values: AHR activator, LAP4-GFP MLPCN, procasp7 counter, ZTA counter, procasp3 activ, EBNA-1 inhibitor, RPL19A TOR yeast, MEP2 TOR yeast
Clc1ccc(-c2n[nH]c3c2CCC3)cc1Cl
→ 100*, 105, 5, 6, -1, 1, 95, 102
O=C(c1cccc(S(=O)(=O)N2CCCCC2)c1)N1CCN(Cc2ccccc2)CC1
→ 0, 114, 3, -12, -1, ., 108, 113

Next records:
Order of values: AHR activator, LAP4-GFP MLPCN, procasp7 counter, ZTA counter, procasp3 activ, EBNA-1 inhibitor, RPL19A TOR yeast, MEP2 TOR yeast
CC(=O)Nc1ccc(C(=O)Nc2ccc(S(=O)(=O)N3CCCCC3)cc2)cc1
→ 0, 107, 6, 2, 4, -10, 109, 102
Cc1ccccc1Oc1cc(-n2ncc(Cl)c(Cl)c2=O)ncn1
→ 32, 136, -2, 20, -1, 4, 98, 95
O=C(NCCCN1CCCCC1)C1(S(=O)(=O)c2ccc(Cl)cc2)CC1
→ -1, 110, 1, 1, -2, -4, 104, 100
Nc1nc2c(ccc3ccccc32)s1
→ 6, 101, 9, -6, 16, 10, 100, 100
Cc1ccc(-n2c(=O)c(C#N)cc3c(=O)n4ccccc4nc32)cc1C
→ 3, 86, 2, -5, -1, -3, 85, 94
C=C(C)c1cccc(C(C)(C)NC(=O)N2CC(C)OC(C)C2)c1 (stereo unspecified)
→ -2, 95, 5, 16, -1, 5, 100, 100
COC(=O)C1=C(C)Nc2ncnn2C1c1ccc(OC(=O)c2ccccc2)cc1 (stereo unspecified)
→ 1, 93, 15, -3, -1, 10, 97, 102
CC(C)CCNC(=O)CCn1nc(-c2ccccc2)ccc1=O
→ -1, 101, -2, -23, 5, -9, 105, 102
NC(=O)CSc1nnc(-c2cccs2)n1-c1ccccc1
→ 0, 97, 3, 6, 9, -5, 104, 102
O=S(=O)(Nc1ccccc1N1CCCCC1)c1ccccc1
→ 6, 104[may fluoresce green], -6, 8, -10, 8, 92[may fluoresce green], 106[may fluoresce green]
COc1cc(OC)cc(C(=O)N[C@H](C(=O)NCCc2ccc(S(N)(=O)=O)cc2)C(C)C)c1
→ 3, 92, -3, -3, -12, -19, 94, 86
Oc1ccc(CN2CCCc3ccccc32)c2cccnc12
→ 6, 86, -16, -27, -2, -7, 106, 105
O=C(N1CCCCC1)C1(c2ccccc2)CCOCC1
→ 0, 99, -1, 5, -4, -8, 103, 102
COc1ccc(S(=O)(=O)N2CCN(C(=O)c3sccc3-c3ccccc3)CC2)cc1
→ 1, 99, 4, 10, 3, 1, 100, 105
CC1CCN(C(=S)Nc2ccc(SC(F)F)cc2)CC1
→ 4, 105, -14, 7, -23, 3, 100, 106

Reformatted with tabs: entries from further up
mol	AHR activator	LAP4-GFP MLPCN	procasp7 counter	ZTA counter	procasp3 activ	EBNA-1 inhibitor	RPL19A TOR yeast	MEP2 TOR yeast
C=CCN=C(C)C1=C(O)C(C)OC1=O (stereo unspecified)	3	98	8	-10	-3	-6	102	89
COc1ccc(C(=O)NCc2ccc3c(c2)OCO3)cc1	2	105	-7	8	3	6	101	109
C=C(C)c1cccc(C(C)(C)NC(=O)N2CC(C)OC(C)C2)c1 (stereo unspecified)	-2	95	5	16	-1	5	100	100
O=C(N1CCCCC1)C1(c2ccccc2)CCOCC1	0	99	-1	5	-4	-8	103	102

Next entries follow:
Order of values: AHR activator, LAP4-GFP MLPCN, procasp7 counter, ZTA counter, procasp3 activ, EBNA-1 inhibitor, RPL19A TOR yeast, MEP2 TOR yeast
Cc1ccc(O)c(N=Nc2ccc(S(=O)(=O)N3CCOCC3)cc2)c1
→ 2, 98, 4, 1, 0, -7, 103, 103
O=C(NCc1ccc(F)cc1)c1cccc2c1C(=O)c1ccc(N3CCC(Cc4ccccc4)CC3)cc1S2(=O)=O
→ 3, 93, -6, ., -11, ., 95, 98
Cc1c(NC(=O)CSc2nnc(N)s2)c(=O)n(-c2ccccc2)n1C
→ -2, 99, -3, -14, -4, -5, 99, 98
COc1ccc(C(CNS(=O)(=O)c2ccccc2)N2CCN(C)CC2)cc1 (stereo unspecified)
→ -4, 106, 7, 15, 7, -2, 94, 97
CC(=O)c1cn(CC(=O)Nc2ccc(C)cc2C)c2ccccc12
→ 1, 76, 14, -10, 4, -11, 91, 89
O=C(NCCc1ccccc1)C1CCN(S(=O)(=O)c2cccc3nonc23)CC1
→ 15, 92, 1, 9, -10, -7, 93, 96
O=C(CCCOc1ccccc1)N1CCN(C(=O)c2ccco2)CC1
→ 1, 101, -2, 2, 3, 0, 99, 102
COc1ccccc1NC(=O)N1CCN(C(=O)c2ccco2)CC1
→ 3, 93, 2, -4, -2, 8, 93, 95
CCCCn1c(SCC(=O)N2CCN(c3ccccc3)CC2)nc2ccsc2c1=O
→ -1, 97, 0, -1, 0, 1, 90, 101
Nc1nnc(SCc2ccc(F)cc2Cl)s1
→ 0, 100, 6, -7, -11, 1, 104, 102
COc1ccccc1N/C=C/c1onc(C)c1[N+](=O)[O-]
→ 54*, 98, -13, -8, -2, -7, 101, 100
Cc1ccc(C(C)(C)C)cc1S(=O)(=O)NC(=O)c1ccccc1
→ 1, 96, 2, -1, -8, -30, 101, 102
O=C(Nc1ccccc1N1CCCC1)c1ccccc1F
→ 6, 79, 2, -1, 1, 9, 105, 101
COc1ccc(OCC(=O)Nc2ccc3c(c2)nc(CCN2CCN(C)CC2)n3C)cc1
→ 2, 114, 4, -7, -1, 0, 107, 112
O=C1C2CCCCN2C(=O)N1CCCCN1CCN(c2cccc(Br)c2)CC1 (stereo unspecified)
→ 0, 96, -6, 3, -5, 8, 102, 110
O=C1C(=O)N(CCN2CCOCC2)C(c2ccccn2)/C1=C(/O)c1ccc(Cl)cc1 (stereo unspecified)
→ 2, 105, -7, 15, 1, -2, 97, 99
O=C(O)CCCn1c(=O)[nH]c2ccccc2c1=O
→ 0, 99, 1, 21, 1, 13, 101, 98
COC(=O)COc1cccc(NC(=O)c2cc(OC)cc(OC)c2)c1
→ 3, 92, 7, 16, 10, -8, 95, 100
O=C(Nc1nc(-c2ccc(S(=O)(=O)N3CCCCCC3)cc2)cs1)c1cccs1
→ 7, 89[may fluoresce violet], 16, 6, 11, 1, 71[may fluoresce violet], 212*[may fluoresce violet]
CC(C)C1C(C#N)=C(N)SC(N)=C1C#N
→ -1, 76, -20, 18, -11, -10, 92, 94
Cc1nnc(SCC(=O)Nc2sc3c(c2C(=O)c2ccccc2)CCCC3)s1
→ 2, 96, 6, -5, 0, 8, 103, 95
COc1ccc(-c2[nH]nc3c2C(c2ccsc2)C(C#N)=C(N)O3)cc1 (stereo unspecified)
→ 12, 107, -7, 3, -5, 6, 100, 105
CCOC(=O)N1CCN(C(=O)CCCn2nnnc2CN2CCC(C)CC2)CC1
→ 1, 98, 1, 6, 5, 3, 103, 105
O=C(NCC(c1ccc(F)cc1)N1CCOCC1)c1cc(F)c(F)c(F)c1F (stereo unspecified)
→ 4, 77, 2, 4, 1, 6, 105, 155
O=[N+]([O-])c1cc(S(=O)(=O)N2CCCCC2)ccc1NCc1cccc(Cl)c1
→ 0, 95, 9, 4, -6, 5, 98, 98
CC(C)c1nnc(SCC(=O)Nc2ccc3c(c2)OCO3)n1C
→ 14, 96, 10, -2, -1, 4, 99, 103
CN(CCc1ccccn1)C(=O)CC1C(=O)NCCN1Cc1cccc(F)c1 (stereo unspecified)
→ 2, 109, -5, 6, 8, 6, 105, 106
O=C(CCCO)NC1Cc2ccccc2C1
→ 2, ., 3, -18, 1, -6, 110, 105
CNC(=S)NNC(=O)Cc1ccc(OC)cc1
→ -1, 96, 4, -10, -2, -18, 93, 94
CCC(=O)Nc1ccc(NC(=S)Nc2ccccc2)cc1
→ 0, 94, -23, -31, -29, -16, 94, 103
O=c1c2ccccc2oc2cc(NCCCN3CCOCC3)ccc12
→ 19, 122, -7, -1, -10, 2, 94, 90
Cc1cccc(Cc2c(C)nc3nc(SCC(=O)O)nn3c2C)c1
→ 0, 110, 2, -3, 2, -2, 96, 92
COc1ccc(S(=O)(=O)n2nc(OC(C)=O)cc2N)cc1
→ 2, ., -36, 0, -16, 8, ., .
CC1CN(C(=O)CCC(=O)NCc2cccnc2)c2ccccc2O1 (stereo unspecified)
→ 0, 93, 13, 6, 0, 4, 99, 91
